# High-throughput results (PubChem BioAssay)
# Nrf2 block – Nrf2 pathway inhibition; A549 ARE-Fluc reporter, luciferase luminescence, 18-24 h; Potency, µM (top dose mostly 46 µM), inactives show top-dose activity change, negative = inhibition, hits mostly inhibitors; 2.1% of 360,000 active; further: potency means the concentration at half of the fitted maximal effect; on the % scale 0 is the no-effect control and ±100 the full control effect; nearly all actives have a fitted effect of over 60% in size
#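 Quantitative HTS in A549 cells stably bearing an antioxidant response element-firefly luciferase construct. Inhibition of Nrf2-driven transcription was scored by luminescence after 18-24 h of compound exposure at 37 °C.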
# Mm-Cpn inhibitor – blocks the Methanococcus maripaludis chaperonin Mm-Cpn. purified Mm-Cpn ATPase, ADP Transcreener TR-FRET. Potency, µM (series often up to 76.9 µM), inactives show at the highest dose activity, negative = inhibition, actives largely listed as inhibitors. 0.031% of 330,000 active; further: potency means the concentration at half of the fitted maximal effect; on the % scale 0 is the no-effect control and ±100 the full control effect; nearly all actives have a fitted effect of over 80% in size
#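 Quantitative HTS used 25 nM Mm-CPN and 10 uM ATP in magnesium/KCl Tris buffer, pH 7.4, with 1 mM DTT. Hydrolysis ran 30 min at 37°C; ADP was read by HTRF.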
# A549 tox – kills or reduces viability of A549 cells in Nrf2 counter-screen; 0.16% of 390,000 active; Potency, µM (titrated, usually from 46 µM), for the others: top-dose activity change, negative = cytotoxicity, hits mostly inhibitors; A549 ARE-Fluc cells, CellTiter-Fluor viability, 18-24 h; further: potency means the concentration at half of the fitted maximal effect; on the % scale 0 is the no-effect control and ±100 the full control effect
#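 Cytotoxicity counterscreen: CellTiter-Fluor fluorescence was measured in A549 ARE_Fluc cells after 18-24 h of compound exposure in a concentration series. The subsequent BugLite luminescent read reports ARE-luciferase activity.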
# EPAC2 antagonist – antagonists of human EPAC2; EPAC2 GEF exchange of Rap1B-BODIPY-GDP, fluorescence; 0.18% of 360,000 active; Potency, µM (series often up to 114 µM), for the others: at the top dose activity, negative = inhibition, hits mostly inhibitors; Q8WZA2; AID 720708; further: potency means the concentration at half of the fitted maximal effect; on the % scale 0 is the no-effect control and ±100 the full control effect; nearly all actives have a fitted effect of over 45% in size; many of its hits are not listed in these tables
# Target sequence (Q8WZA2 whole entry, looked up): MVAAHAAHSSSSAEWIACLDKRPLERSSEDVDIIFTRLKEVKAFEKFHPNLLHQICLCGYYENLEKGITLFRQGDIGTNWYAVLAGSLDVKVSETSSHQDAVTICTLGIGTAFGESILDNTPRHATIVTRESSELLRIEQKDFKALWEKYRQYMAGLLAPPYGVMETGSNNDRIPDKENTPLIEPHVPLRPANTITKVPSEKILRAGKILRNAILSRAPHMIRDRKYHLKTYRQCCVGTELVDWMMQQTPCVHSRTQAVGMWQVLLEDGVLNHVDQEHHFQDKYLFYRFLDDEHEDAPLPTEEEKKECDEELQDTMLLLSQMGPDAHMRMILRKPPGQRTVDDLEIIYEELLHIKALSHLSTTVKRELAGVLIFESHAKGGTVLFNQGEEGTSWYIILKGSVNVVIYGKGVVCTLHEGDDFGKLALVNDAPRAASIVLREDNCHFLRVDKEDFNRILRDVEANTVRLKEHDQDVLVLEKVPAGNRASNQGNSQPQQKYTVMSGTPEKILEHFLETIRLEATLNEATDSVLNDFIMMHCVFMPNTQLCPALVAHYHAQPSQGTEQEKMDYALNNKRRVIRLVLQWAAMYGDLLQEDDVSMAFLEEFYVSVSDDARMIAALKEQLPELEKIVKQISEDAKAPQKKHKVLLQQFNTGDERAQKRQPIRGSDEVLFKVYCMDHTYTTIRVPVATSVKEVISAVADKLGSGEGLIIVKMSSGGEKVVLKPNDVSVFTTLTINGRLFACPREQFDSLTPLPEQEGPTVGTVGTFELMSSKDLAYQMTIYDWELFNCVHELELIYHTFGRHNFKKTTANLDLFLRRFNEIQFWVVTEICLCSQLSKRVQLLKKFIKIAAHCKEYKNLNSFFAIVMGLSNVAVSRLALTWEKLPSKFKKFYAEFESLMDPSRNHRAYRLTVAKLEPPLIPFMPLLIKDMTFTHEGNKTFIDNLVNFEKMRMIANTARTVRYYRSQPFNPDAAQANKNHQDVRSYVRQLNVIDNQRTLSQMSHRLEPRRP
# CCT modulator – cytosolic chaperonin activity modulation; purified chaperonin ATPase assay, HTRF ADP detection, 30 min; activity change, % (concentration not given with the values), hits read low; 0.3% of 360,000 active; AID 651819; in the data active means activity change below about -30%; further: on the % scale 0 is the no-effect control and ±100 the full control effect
#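 Enzyme 40 or 20 nM (batch-dependent) in Tris pH 7.4/KCl/MgCl2/DTT; cpd 76 uM single point; ATP 10 uM; 30 min 37 °C; Transcreener ADP HTRF detection, 30 min RT; ratio 665/615.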
# Nrf2 activator – activators of Nrf2 (ARE) signaling | AREc32 ARE-luciferase reporter (MCF7-derived line), luminescence, 24 h | Potency, µM (series often up to 46.1 µM), for inactives: top-dose activation, usual class: activators | 0.31% of 410,000 active; further: potency means the concentration at half of the fitted maximal effect; % of control where 0% means no effect; nearly all actives have a fitted effect of over 65% in size
#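 Reporter line AREc32 (ARE-Fluc), seeded overnight in OPTI-MEM with 5% FBS; compound pin-transferred, 24 hr at 37 deg C, 5% CO2; luminescent read-out.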
# Akt phos inh – inhibitors of Akt phosphorylation. Neuro2A IGF-stimulated pAkt S473 HTRF, 20 min; active compounds read low. activity change, % for hits at 50 µM. 0.32% of 360,000 active; in the data active means activity change below about -80%; inconclusive means mostly about -51% to -80%; further: on the % scale 0 is the no-effect control and ±100 the full control effect
#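 Neuro2A cells in DMEM with 0.5% FBS, overnight at 37 deg C, given compound at single 50 µM final, then IGF (6 nM final) for 20 min at 37 deg C. Lysed; phospho-Akt Ser473 by HTRF after 24 h, 665/615 ratio.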
# EPAC2 agonist – agonists of human EPAC2 (RAPGEF4); AID 720711; Q8WZA2; EPAC2 activation, biochemical qHTS; response scale: 100% = 6.5 mM cAMP response; Potency, µM (series often up to 154 µM), without a hit: at the highest dose activation, hits mostly activators; 0.079% of 360,000 active; further: potency means the concentration at half of the fitted maximal effect; nearly all actives have a fitted effect of over 50% in size
#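 Nucleotide exchange monitored as fluorescence drop when BODIPY-GDP leaves Rap1B. Reaction: 100 nM EPAC2, 250 nM RAP1B-BODIPY-GDP, 50 uM GDP, room temperature, kinetic read over 30 min. Activity expressed relative to 6.5 mM cAMP.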
# TGFb inhibitor – TGF-b pathway inhibition | HepG2 CAGA-GFP TGF-b/SMAD3 reporter, GFP fluorescence, 18 h; TGF-beta stimulated, 500 pg/mL final | Potency, µM (series often up to 46.1 µM), inactives show at the top dose activity, negative = inhibition, most hits filed as inhibitors | 1.2% of 410,000 active | AID 588855; further: potency means the concentration at half of the fitted maximal effect; on the % scale 0 is the no-effect control and ±100 the full control effect; nearly all actives have a fitted effect of over 65% in size
#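 Read-out: total well GFP (ex488/em500-530) summed from mean per-cell fluorescence. Cells: HEPG2 CAGA-GFP, 1% FBS DMEM, 18 h at 37 degrees C with 500 pg/mL final TGF-beta. Unstimulated wells served as the full-inhibition control; stimulated DMSO wells = 0%.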
# Starred values were filed as active, the others as inactive; i = inactive; ? = inconclusive; · = no result given. Unless noted, the call rests on the fitted dose curve; in most records, active means well fitted curve in the direction sought with a large enough effect; inconclusive means small, poorly fitted or top-dose-only effect, or another doubt; inactive means no such curve, though single readings can be large; an effect the other way counts as inactive or inconclusive.
1: Cc1cc(C)c(NS(=O)(=O)c2cc(-c3onc(C)c3C)ccc2C)c(C)c1
2: CC1CCCCC1NC(=O)C1CCCN(S(=O)(=O)c2ccc(-n3cnnn3)cc2)C1 (centres undefined)
3: COc1cc2cc(CN(Cc3nnnn3Cc3ccccc3)CC3CCCO3)c(=O)[nH]c2cc1OC (centres undefined)
4: Cc1ccc(-c2csc(C(C)(O)c3ccc(F)c(F)c3)n2)cc1C (centres undefined)
5: CCc1c(C)nc(N2CCN(c3ccccc3)CC2)[nH]c1=O
6: Cc1ccc(C)c(OCCC(=O)N2CCN(S(=O)(=O)c3ccc([N+](=O)[O-])cc3)CC2)c1
7: CCCC(c1nnnn1Cc1cccs1)N1CCN(c2ccc(OC)cc2)CC1 (centres undefined)
8: CCOC(=O)Cc1csc(NC(=O)Nc2ccc(Cl)cc2)n1
screen / no. | 1 | 2 | 3 | 4 | 5 | 6 | 7 | 8
Nrf2 block | ? | 1% | 1% | · | ? | -6% | -18% | -6%
Mm-Cpn inhibitor | · | -1% | 0% | · | 0% | -2% | -1% | 0%
A549 tox | 9% | 3% | -5% | · | 12% | 14% | -5% | -10%
EPAC2 antagonist | · | -4% | 1% | -20% | 3% | -10% | -15% | 4%
CCT modulator | · | -7.3 | 2.2 | -0.7 | -3.3 | 2.3 | -0.1 | -0.3
Nrf2 activator | -0.6% | 2.0% | -0.3% | -1.0% | 0.3% | -1.1% | -0.4% | 4.3%
Akt phos inh | · | i | i | i | i | i | i | i
EPAC2 agonist | · | 11% | 2% | 10% | 4% | -2% | 0% | 4%
TGFb inhibitor | -10% | 0% | 18% | ? | -1% | -1% | -4% | -11%

9: Cc1cc(C(=O)N/N=C/c2ccc(-c3cccc(Br)c3)o2)n[nH]1
10: COCCNc1nc(-c2ccc(OC)cc2)c(-c2ccc(OC)cc2)s1
11: CC(=O)c1ccccc1C(=O)N1CCCC(N2CCN(Cc3ccc4c(c3)OCO4)CC2)C1 (centres undefined)
12: Cc1ccc(NC(=O)Nc2ccno2)cc1
13: O=C(NNc1cccc(Cl)n1)Nc1cccc(Cl)c1
14: COc1ccc(-c2cc(C(F)(F)F)n3ncc(C(=O)NCC4CCCO4)c3n2)cc1 (centres undefined)
15: COc1ccc(OC)c(-c2csc(NC(=O)CSCC(=O)Nc3cc(C)on3)n2)c1
16: CC(=O)Nc1ccc(NC(=O)/C=C/c2ccc3c(c2)OCO3)cc1
screen / no. | 9 | 10 | 11 | 12 | 13 | 14 | 15 | 16
Nrf2 block | -46% | ? | 20% | 0% | -5% | -2% | -7% | 14%
Mm-Cpn inhibitor | -4% | -9% | -1% | -1% | 4% | 1% | -3% | -2%
A549 tox | 2% | -4% | -6% | 13% | -2% | 3% | 8% | 0%
EPAC2 antagonist | -2% | -16% | -4% | 12% | 8% | 0% | 1% | -2%
CCT modulator | -3.1 | -2.4 | -1.9 | -3.4 | -5.0 | 1.6 | -0.8 | -0.1
Nrf2 activator | 0.1% | 3.8% | -0.5% | 4.3% | 4.0% | -0.2% | -1.0% | 0.1%
Akt phos inh | i | i | i | i | i | i | i | i
EPAC2 agonist | 2% | 16% | 1% | 9% | -6% | 3% | 4% | 1%
TGFb inhibitor | 3% | -17% | 6% | -18% | -24% | -6% | -9% | -20%

17: Cc1cc(NC(=O)c2cc3ncc(Br)cn3n2)no1
18: O=C(CNC(=O)c1ccccc1F)OC(C(=O)Nc1cc(C(F)(F)F)ccc1Cl)c1ccccc1 (centres undefined)
19: COc1ccccc1NC1=NCC(=O)N1Cc1ccccc1
20: COc1ccc(Br)c(C(=O)NC2CCCC2)c1
21: Cc1cnc(C(=O)N2CCN(S(=O)(=O)c3ccc4ccccc4c3)CC2)cn1
22: CCCCC(=O)N(C)c1c(CC)nc2c(OCC(=O)N3CCOCC3)cccn12
23: Cc1ccc(C(=O)COC(=O)c2ccccc2N2C(=O)C3C4CCC(C4)C3C2=O)cc1C (centres undefined)
24: O=C1CN(C(=O)COC(=O)COc2ccc3c(c2)CCC3)c2ccccc2N1
screen / no. | 17 | 18 | 19 | 20 | 21 | 22 | 23 | 24
Nrf2 block | · | -6% | 1% | 1% | -20% | · | -29% | -6%
Mm-Cpn inhibitor | 1% | 0% | 0% | 3% | 0% | · | 1% | -3%
A549 tox | 4% | -8% | -4% | -2% | -4% | · | -11% | 2%
EPAC2 antagonist | 12% | 3% | -2% | -4% | 1% | 5% | -1% | -17%
CCT modulator | -2.5 | -4.8 | -3.5 | -2.3 | 0.2 | -2.0 | -1.2 | -1.4
Nrf2 activator | -0.6% | -0.5% | -0.6% | -0.9% | -0.6% | -0.4% | 0.2% | 1.8%
Akt phos inh | i | · | i | i | i | i | i | i
EPAC2 agonist | -3% | 5% | 4% | -4% | 1% | -2% | 13% | 1%
TGFb inhibitor | 5% | -16% | -7% | 2% | -1% | -2% | 15% | -6%

25: COCC(=O)N[C@@H]1c2cc(OC)c(OC)cc2C[C@H]1OCc1ccccc1
26: O=C1CC(c2ccccc2)CC(O)=C1C=Nc1ccccc1 (centres undefined)
27: CCOC(=O)c1cc(-c2ccccc2)sc1NC(=O)CC(C)C
28: COc1cccc(-n2c(C)nn(C)c2=O)c1
29: CCOc1ccccc1CN1CCC(Oc2cccc(C(=O)NCCOC)c2)CC1
30: CCOC(=O)c1cnc2ccc(C)cc2c1Nc1ccc(OCc2ccccc2Cl)cc1
31: CCCOc1ccc(C(=O)Nc2ccc(N3CCOCC3)cc2N2CCOCC2)cc1OCC
32: Cc1ccc(CNC(=O)c2ccc(N3CCCC3=O)cc2)cc1
screen / no. | 25 | 26 | 27 | 28 | 29 | 30 | 31 | 32
Nrf2 block | -17% | -25% | -11% | 14% | -20% | -21% | · | ·
Mm-Cpn inhibitor | 0% | 1% | 0% | 0% | 1% | · | · | -1%
A549 tox | 4% | -3% | -2% | -7% | -2% | -7% | · | -2%
EPAC2 antagonist | 2% | -7% | -8% | 10% | -1% | · | -14% | 3%
CCT modulator | -0.3 | -2.8 | -2.3 | -1.7 | -0.9 | · | 1.7 | -3.9
Nrf2 activator | 0.2% | 5.2% | -0.1% | 0.3% | 0.4% | -0.2% | -0.3% | 5.3%
Akt phos inh | i | i | i | i | i | · | i | i
EPAC2 agonist | 2% | 13% | -20% | -12% | 1% | · | -12% | 3%
TGFb inhibitor | -1% | 0% | 0% | 5% | -1% | -24% | 10% | 0%

# Numbers 24 to 32, reprinted for reference:
24: O=C1CN(C(=O)COC(=O)COc2ccc3c(c2)CCC3)c2ccccc2N1
25: COCC(=O)N[C@@H]1c2cc(OC)c(OC)cc2C[C@H]1OCc1ccccc1
26: O=C1CC(c2ccccc2)CC(O)=C1C=Nc1ccccc1 (centres undefined)
27: CCOC(=O)c1cc(-c2ccccc2)sc1NC(=O)CC(C)C
28: COc1cccc(-n2c(C)nn(C)c2=O)c1
29: CCOc1ccccc1CN1CCC(Oc2cccc(C(=O)NCCOC)c2)CC1
30: CCOC(=O)c1cnc2ccc(C)cc2c1Nc1ccc(OCc2ccccc2Cl)cc1
31: CCCOc1ccc(C(=O)Nc2ccc(N3CCOCC3)cc2N2CCOCC2)cc1OCC
32: Cc1ccc(CNC(=O)c2ccc(N3CCCC3=O)cc2)cc1
screen / no. | 24 | 25 | 26 | 27 | 28 | 29 | 30 | 31 | 32
Nrf2 block | -6% | -17% | -25% | -11% | 14% | -20% | -21% | · | ·
Mm-Cpn inhibitor | -3% | 0% | 1% | 0% | 0% | 1% | · | · | -1%
A549 tox | 2% | 4% | -3% | -2% | -7% | -2% | -7% | · | -2%
EPAC2 antagonist | -17% | 2% | -7% | -8% | 10% | -1% | · | -14% | 3%
CCT modulator | -1.4 | -0.3 | -2.8 | -2.3 | -1.7 | -0.9 | · | 1.7 | -3.9
Nrf2 activator | 1.8% | 0.2% | 5.2% | -0.1% | 0.3% | 0.4% | -0.2% | -0.3% | 5.3%
Akt phos inh | i | i | i | i | i | i | · | i | i
EPAC2 agonist | 1% | 2% | 13% | -20% | -12% | 1% | · | -12% | 3%
TGFb inhibitor | -6% | -1% | 0% | 0% | 5% | -1% | -24% | 10% | 0%

# Next compounds:
33: COc1ccc(CCNC(=O)CSc2cn(CCNC(=O)c3ccccc3F)c3ccccc23)cc1OC
34: Cc1cccc(C)c1NC(=O)C1CCCN1C(=O)NCc1ccccc1 (centres undefined)
35: CCOC(=O)CSC1=C(C#N)C(c2ccc(C)cc2)C(C(=O)OC)C(=O)N1 (centres undefined)
36: COC1(c2ccccc2)NC(=S)NN=C1c1ccccc1 (centres undefined)
37: COc1ccc(C(=O)Nc2ccc(NC(C)=O)cc2)cc1S(=O)(=O)N1CCCCC1C (centres undefined)
38: N#CCSc1nn(-c2ccc(F)cc2)c(=S)s1
39: Cc1ccc(S(=O)(=O)N2CCCC2)s1
40: NC(N)=Nc1nc2ccc(Cl)cc2c(=O)[nH]1
41: CCOc1ccc(-n2nc(CO)c(C(=O)NCc3cccc(OC)c3)n2)cc1
screen / no. | 33 | 34 | 35 | 36 | 37 | 38 | 39 | 40 | 41
Nrf2 block | ? | 4% | 0% | 6% | -7% | -24% | 1% | -2% | ?
Mm-Cpn inhibitor | · | 0% | 1% | 1% | -1% | -2% | -1% | -2% | ·
A549 tox | 5% | 4% | -3% | -3% | -9% | -16% | 3% | 0% | -11%
EPAC2 antagonist | · | 7% | -26% | 0% | -5% | 6% | 12% | -6% | ·
CCT modulator | · | 1.6 | 2.1 | -1.1 | -1.5 | 1.0 | -3.7 | 1.1 | ·
Nrf2 activator | 4.7% | -0.1% | 0.2% | -0.7% | -0.6% | 3.2% | -0.1% | 3.4% | 5.8%
Akt phos inh | · | i | i | i | i | i | i | i | ·
EPAC2 agonist | · | -3% | -3% | -26% | -4% | 21% | 17% | 0% | ·
TGFb inhibitor | ? | 2% | -2% | 4% | 4% | -3% | 0% | -13% | -8%

# Some of the compounds tested, so the mix of outcomes need not match the whole.
